Source: PubChem BioAssay
STEP inh – STEP phosphatase inhibitors, primary screen, biochemical, fluorescence intensity, uHTS; Tyrosine-protein phosphatase non-receptor type 5 (Homo sapiens), P54829; recombinant STEP, OMFP fluorogenic substrate; inhibition, % at 20 µM; 360,000 tested, 0.25% active; AID 588621, 2011;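 active means inhibition at 20 µM, scaled per plate between control wells, above about 37%, limit read from the data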;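 further: 0% = DMSO with enzyme and substrate and 100% = substrate only without enzyme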
Target sequence (P54829 whole entry, looked up): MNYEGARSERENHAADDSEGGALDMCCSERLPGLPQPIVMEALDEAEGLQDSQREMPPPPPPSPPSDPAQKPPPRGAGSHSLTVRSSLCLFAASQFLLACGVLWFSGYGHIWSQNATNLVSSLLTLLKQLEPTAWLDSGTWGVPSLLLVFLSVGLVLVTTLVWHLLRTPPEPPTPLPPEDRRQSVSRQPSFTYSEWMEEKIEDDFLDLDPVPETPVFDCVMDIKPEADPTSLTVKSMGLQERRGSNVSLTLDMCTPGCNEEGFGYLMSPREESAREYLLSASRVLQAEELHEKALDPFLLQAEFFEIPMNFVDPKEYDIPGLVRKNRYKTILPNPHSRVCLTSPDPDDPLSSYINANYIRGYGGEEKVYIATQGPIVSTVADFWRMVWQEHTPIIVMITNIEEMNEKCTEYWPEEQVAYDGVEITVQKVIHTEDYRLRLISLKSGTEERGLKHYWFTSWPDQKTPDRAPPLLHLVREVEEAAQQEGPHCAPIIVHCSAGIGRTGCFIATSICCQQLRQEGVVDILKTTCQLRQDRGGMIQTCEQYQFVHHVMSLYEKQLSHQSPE
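Assay system: isolated STEP enzyme / Timing: 20 min at room temperature, dark / Doses: 20 µM, 1% DMSO / Technique: fluorescence intensity, excitation 480 nm, emission 540 nm / Reagent: fluorogenic phosphatase substrate OMFP at 25 µM final / Measure: percent inhibition scaled to no-enzyme and uninhibited-enzyme controls, plate-pattern corrected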
Scp-1 inhibitor – Scp-1 phosphatase inhibitors, primary screen, biochemical, colorimetric, uHTS; 340,000 tested, 0.88% active; inhibition, % at 20 µM; Recombinant Scp1, phosphopeptide, malachite green phosphate absorbance; Carboxy-terminal domain RNA polymerase II polypeptide A small phosphatase 1 (Homo …;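 active means inhibition above about 50% at 20 µM, limit read from the data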;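 further: plate controls were DMSO wells with enzyme for no effect and wells lacking enzyme for full effect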
Target sequence (Q9GZU7 76-261 limits assumed): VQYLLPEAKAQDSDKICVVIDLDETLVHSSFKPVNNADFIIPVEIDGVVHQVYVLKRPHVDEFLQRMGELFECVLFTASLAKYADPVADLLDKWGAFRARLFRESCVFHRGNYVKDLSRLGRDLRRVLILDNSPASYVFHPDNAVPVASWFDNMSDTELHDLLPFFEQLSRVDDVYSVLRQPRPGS
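Test system: SCP-1 catalytic domain; Buffer or medium: Acidic Tris acetate buffer with magnesium and detergent; Also added: Phosphorylated 17-residue peptide substrate; Compound: single 20 µM dose, 1% DMSO; Schedule: enzyme reaction 45 min at room temperature, colour 5 min, stabilisation 30 min; Signal: Phosphate-binding colour reagent, absorbance read at 630 nm.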
PABP1 MLLE inh – inhibitors of PABP1 MLLE–PAM2 peptide binding, primary screen, biochemical, fluorescence polarization, FITC-PAM2, GST-MLLE | inhibition, % at 20 µM | 360,000 tested, 0.36% active | Polyadenylate-binding protein 1 (Homo sapiens), P11940 | AID 588489, 2011; in the data active means inhibition above about 35%, passing the limit was not always enough;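 further: plate controls were DMSO wells with GST-MLLE for no effect and wells lacking GST-MLLE protein for full effect; some results filed as inactive read as strong as hits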
CSN deneddyl inh – inhibitors of CSN-mediated cullin deneddylation, primary screen, biochemical, fluorescence polarization, uHTS; COP9 signalosome complex subunit 5 (Homo sapiens), Q92905; Purified CSN, SCF-Nedd8-OG deneddylation; inhibition, % at 12.5 µM; 360,000 tested, 0.38% active; AID 651999, 2013;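 active means pattern-corrected inhibition above about 35%, with an unprinted fluorescence ratio check between 0.5 and 1.5, limit read from the data, passing the limit was not always enough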;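 further: 0% = enzyme with substrate and 100% = substrate without enzyme; some results filed as inactive read as strong as hits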
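Material: purified human Csn5 enzyme expressed in HEK293T cells / Medium: Tris buffer pH 7.5, NaCl, DTT, Tween-20, trehalose, ovalbumin / Compound dosing: 12.5 µM single point / Schedule: 90 min incubation of compound, enzyme and substrate at room temperature / Signal: fluorescence polarization of the substrate / Control set: no-enzyme wells high, enzyme-with-substrate wells low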
Rpn11 inh – Rpn11 (PSMD14) deubiquitinase inhibitors, primary screen, biochemical, fluorescence polarization, uHTS. calls only at 20 µM. human 26S proteasome, Ub4-pepOG fluorescence polarization; 20S core pre-blocked with epoxomicin. 360,000 tested, 0.59% active;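 active means inhibition at 20 µM, scaled to each plate's controls, above about 33%, limit read from the data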
SUMO1-SIM PPI – modulators of SUMO1 protein-protein interactions, primary screen, biochemical, uHTS | AID 602429, 2012 | SUMO1 binding to a labelled peptide, TR-FRET, 1 h | 360,000 tested, 0.33% active | Small ubiquitin-related modifier 1 (Homo sapiens), P63165 | inhibition, % at 20 µM; in the data active means inhibition above about 37%
Target sequence (P63165 whole entry, looked up): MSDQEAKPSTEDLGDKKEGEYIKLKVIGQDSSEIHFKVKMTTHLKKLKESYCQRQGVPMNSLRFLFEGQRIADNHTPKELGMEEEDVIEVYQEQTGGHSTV
TbMetRS inhib – T. brucei MetRS inhibitors, primary screen, biochemical, luminescence; inhibition, % at 11.9 µM; purified T. brucei MetRS, ATP depletion, Kinase-Glo luminescence; 360,000 tested, 0.4% active; methionyl-tRNA synthetase (Trypanosoma brucei brucei);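 active means inhibition above a per-plate cutoff of the control wells' mean inhibition plus 3 SD, cut at about 5.5% in these data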;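 further: 0% = DMSO wells median and 100% = median of wells with control inhibitor compound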
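Material: parasite MetRS enzyme / Replication: singlicate, one well per compound / Signal: luminescence of leftover ATP / Schedule: 2 h aminoacylation at 25 °C after 15 min preincubation / Medium: HEPES-MgCl2-KCl buffer plus DTT, spermine, BSA, pyrophosphatase / Doses: 11.9 µM single point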
NadD inh – inhibitors of S. aureus NadD, primary screen, biochemical, colorimetric, uHTS; Nicotinate-nucleotide adenylyltransferase NadD (Staphylococcus aureus N315); 360,000 tested, 0.78% active; inhibition, % at 20 µM; purified NadD enzyme, colorimetric absorbance read-out; in the data active means inhibition above about 26%; further: some compounds past the cut are filed as inactive
LMPTP block – LMPTP phosphatase inhibitors, primary screen, biochemical, fluorescence intensity, uHTS | inhibition, % at 20 µM | 360,000 tested, 0.22% active | AID 651560, 2012 | Low molecular weight phosphotyrosine protein phosphatase (Homo sapiens), P24666 | recombinant LMPTP-A, OMFP fluorogenic substrate;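 active means compounds that cut the enzyme signal by at least half of the control window in the single-dose screen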;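 further: plate controls were DMSO wells with enzyme plus substrate for no effect and substrate without enzyme for full effect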
Target sequence (P24666 whole entry, looked up): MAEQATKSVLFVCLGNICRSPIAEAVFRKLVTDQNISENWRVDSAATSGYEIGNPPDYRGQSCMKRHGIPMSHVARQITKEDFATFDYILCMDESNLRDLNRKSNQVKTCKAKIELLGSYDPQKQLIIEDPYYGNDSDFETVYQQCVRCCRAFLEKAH
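Test system: LMPTP-A phosphatase enzyme; input: 0.625 nM LMPTP-A final; reagent: OMFP substrate, 400 µM final; compound dosing: 20 µM single dose, 3% DMSO; incubation: 50 min dark incubation at room temperature; measured by: endpoint fluorescence intensity from OMFP dephosphorylation; measure: % inhibition relative to no-enzyme and uninhibited control wells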
DNMT1 inh – human DNMT1 methyltransferase inhibitors, primary screen, biochemical, molecular beacon, fluorescence, HinP1I cleavage, uHTS; DNA (cytosine-5)-methyltransferase 1 (Homo sapiens), P26358; AID 588458, 2011; 360,000 tested, 0.83% active; inhibition (reported as % activation of signal), % at 10 µM; in the data active means inhibition above about 50%
Starred values were filed as active, the others as inactive; i = inactive; . = not tested or not shown; + = active, no number. Hits appear at their usual frequency; 3.6% or so of the library scored in one or more.

SMILES	STEP inh	Scp-1 inhibitor	PABP1 MLLE inh	CSN deneddyl inh	Rpn11 inh	SUMO1-SIM PPI	TbMetRS inhib	NadD inh	LMPTP block	DNMT1 inh
COc1ccc(OCC(=O)N/N=C(\C)CC(=O)Nc2ccc(OC)cc2[N+](=O)[O-])cc1	2	-8	-2	-1	i	-14	0.0	-3	-0.5	-3
CN1CCC(N(C)C(=S)NC(=O)c2cc(-c3cccc(Br)c3)nc3ccccc23)CC1	-1	3	-21	3	i	1	-0.9	-5	-2.5	-3
CCOc1ccc(N2C(=O)CC(N3CCOCC3)C2=O)cc1 (stereo not drawn)	1	6	2	-2	i	-2	-1.2	0	-0.7	-5
Cc1ccc(S(=O)(=O)NN=Cc2ccc(N3CCOCC3)cc2)cc1[N+](=O)[O-]	0	0	13	-7	i	-14	-0.4	11	1.1	-2
CCOc1ccc(NC(=O)CCN2CCN(C)CC2)cc1	0	-4	-5	2	i	3	0.8	-4	-1.4	-4
COc1cc(/C=N/NC(=O)c2ccc3nc[nH]c3c2)cc(OC)c1OC(C)=O	2	.	-2	-3	i	-10	0.1	1	-2.4	6
COc1ccc(NC(=O)c2ccc(C#N)cc2)cc1NS(=O)(=O)c1ccc(F)cc1	-3	-5	-8	-6	i	8	-0.7	-8	-1.1	-15
COc1ccc(C)cc1NC(=O)C(c1ccccc1)N1CCN(CC(=O)NC2CC2)CC1 (stereo not drawn)	-1	-2	-7	3	i	0	-0.6	-2	0.4	-1
COc1cc2[nH]c(=O)c(C(=O)NCCCN3CCCCC3)c(O)c2cc1OC	6	-3	7	1	i	14	-1.2	-14	-2.8	0
O=C(O)/C=C\C(=O)NCc1cccnc1	0	0	7	1	i	-1	-0.9	-1	-1.3	-1
CC(NS(=O)(=O)c1ccc(OCC(=O)NCc2ccncc2)cc1)c1ccccc1 (stereo not drawn)	1	-5	3	1	i	2	0.2	-2	-0.8	2
Cc1c(C(=O)N2CCN(Cc3ccccc3)CC2)sc2ncnc(N3CCOCC3)c12	-3	-8	10	2	i	0	0.0	1	0.0	-1
COc1ccc(-c2cc(C(=O)NNC3=NCCC3)c3c(C)nn(-c4ccccc4)c3n2)cc1	2	-14	4	3	i	-4	-0.4	-2	1.3	-7
Cn1c(=O)n(C)c2cc([N+](=O)[O-])c(N3CCN(S(=O)(=O)c4ccccc4)CC3)cc21	8	1	-2	0	i	-20	0.1	2	0.3	1
O=C(CN1CCOc2ccccc21)NCc1cccs1	2	2	-10	3	i	-1	-1.0	0	1.5	5
Cc1cccc(N=Cc2[nH]c3ccc(Br)c(Cl)c3c2O)c1	2	-3	-6	-3	i	0	0.3	0	-1.0	-12
Cc1c2cnn(CC(=O)Nc3cccc(C(F)(F)F)c3)c(=O)c2c(C)n1Cc1ccccc1F	2	-3	-20	2	i	6	0.2	16	1.7	-7
CCN(CC)S(=O)(=O)c1ccc(N2CCOCC2)c(NS(=O)(=O)c2ccc(C)cc2)c1	3	-2	18	-1	i	-4	-0.5	-8	-0.7	5
COc1cc(C(=O)N[C@H](C(=O)NC2CCCCCC2)C(C)C)cc(OC)c1OC	-3	-2	-4	-1	i	-5	-0.8	-4	-0.4	3
O=C(CCn1c(=O)oc2ccccc21)NCc1ccc2c(c1)OCO2	1	-5	5	-1	i	1	0.4	-3	-0.8	3
C/C(=N\Nc1nc(N2CCCCCC2)nc(N2CCCCCC2)n1)c1ccccc1	-3	1	9	5	i	1	-1.2	3	-0.1	7
CC(Cc1ccccc1)C(=O)NCc1ccncc1 (stereo not drawn)	-1	-4	5	5	i	-5	0.9	-4	-0.8	-2
COc1ccc(OCC(=O)Nc2cc(-c3nn(C)c(=O)c4ccccc34)ccc2N2CCOCC2)cc1	2	-18	-4	3	i	-2	-0.8	-6	0.7	-1
COc1cccc(-c2ccc3nnc(SCC(=O)Nc4ccc(NC(C)=O)cc4)n3n2)c1	2	-1	-27	1	i	-8	-0.3	1	-0.7	4
O=C(NCc1cccc(C(F)(F)F)c1)C1CCC(=O)N(C2CCCCCC2)C1 (stereo not drawn)	-2	-8	8	4	i	6	-0.7	-5	0.3	1
O=C1NC[C@H](Cc2ccccc2)N(C[C@H]2CCCN2C[C@H](Cc2ccccc2)N2C[C@H](Cc3ccc(O)cc3)N(CC3CCCCCC3)C(=O)C2=O)C1=O	0	13	13	2	i	14	-0.3	31*	15	-9
CC(NC(=O)CN1CCN(Cc2ccc(Cl)cc2)C1=O)c1ccc2c(c1)OCCO2 (stereo not drawn)	-1	-10	14	5	i	-5	-0.3	-2	0.4	-1
COC(=O)c1cccc(C(=O)N2CCCC(C(=O)c3cccc(OC(C)C)c3)C2)c1 (stereo not drawn)	11	-5	-6	0	i	4	-0.4	-5	0.5	0
Cc1csc(NC(=O)C2=COCCO2)n1	1	-2	-8	1	i	1	-0.5	-3	-0.6	3
COc1ccccc1N1CCN(CC(=O)Nc2cc(F)ccc2C)CC1	-1	3	-3	-6	i	-2	-0.9	-1	1.4	14
CC(C)NC(=O)Nc1cccc2c1O[C@H](CN(C)C(=O)Nc1ccccc1)[C@@H](C)CN([C@H](C)CO)C2=O	3	8	14	4	i	0	-0.3	-2	-1.0	3
COC(=O)C[C@H]1C=C[C@@H](NC(=O)NC2CCCCC2)[C@@H](CO)O1	.	.	.	2	.	-3	-0.4	.	-1.0	.
CC(=O)Nc1ccc(NC(=O)/C=C/c2ccc(Cl)cc2)cc1	4	-12	13	4	i	1	-0.1	-3	0.0	2
CC1(C)SCC(C(=O)O)NC1=O (stereo not drawn)	2	-5	0	-12	i	2	-0.2	-3	-0.6	-2
Cc1ccccc1-n1c(-c2ccc(Br)o2)n[nH]c1=S	2	-8	-3	2	i	3	-0.5	0	-0.8	1
C/C(=N\NC(=O)c1[nH]c2c([N+](=O)[O-])cc(C)cc2c1-c1ccccc1)c1cccnc1	-2	9	9	1	i	-25	-0.5	6	-1.0	12
Cc1ccc(C(=O)NNC(=O)c2cccnc2SCc2cccc([N+](=O)[O-])c2)cc1	6	-4	-9	-2	i	-3	-0.6	2	-1.3	4
Cc1ccc(NC(=O)CSCC(=O)Nc2ccccc2N2CCCC2)cc1	0	1	29	-6	i	3	-0.6	1	1.1	-4
CCOC(=O)c1c(C)nc2c(c1-c1cc(OC)ccc1OC)C(=O)CC(C)(C)C2	3	5	-10	6	i	2	-0.1	-7	-0.3	0
CCc1ccc2c(c1)/C(=N/N(C)C(=S)NC)C(=O)N2	0	-2	-20	-1	i	-19	-0.9	2	-0.2	1
O=C(/C=N/O)Nc1cccnc1	-2	-4	-2	-4	i	0	0.1	-6	0.6	0
Cc1c(C#N)c2ncnc(N)c2n1-c1ccccc1	-1	-17	5	2	i	-1	-0.5	7	-0.3	2
CN(C)c1ccc(N/C=C/C(=O)c2ccc(F)cc2)cc1	5	-11	-69	13	+	-12	0.4	4	1.2	6
CC1(C(=O)NC(=S)N(CCC#N)c2ccccc2)CC1(Cl)Cl (stereo not drawn)	2	-6	47*	0	i	2	0.0	1	1.4	-5
CCN(CC(=O)NC(C)(C)C)C(=O)c1cccc(S(=O)(=O)N2CC3(C)CC2CC(C)(C)C3)c1 (stereo not drawn)	-4	.	-12	-4	i	2	0.9	3	-0.5	0
Nc1ncnc2c1ncn2[C@@H]1O[C@H](CNC(=O)[C@H]2CCC(=O)N2)[C@@H](O)[C@H]1O	2	4	-12	-4	i	2	0.4	-2	-1.3	0
COC(=O)CSc1nc(C)cc(C)c1C#N	-1	-5	3	4	i	2	0.0	-7	1.1	0
Clc1c(-c2ccccc2)nnn1-c1ccccc1	-2	-7	1	-4	i	0	0.5	-5	-0.9	-2
CN(C)c1cccc(NC(=O)C2(C)CC2(Cl)Cl)c1 (stereo not drawn)	-5	-14	6	-5	i	-5	-0.6	0	-1.5	4
O=C(COc1ccc(/C=N/NC(=O)c2ccncc2)cc1)Nc1ccc([N+](=O)[O-])cc1	80*	-3	3	-3	i	42*	-0.8	4	9.2	-2

Next section.
SMILES	STEP inh	Scp-1 inhibitor	PABP1 MLLE inh	CSN deneddyl inh	Rpn11 inh	SUMO1-SIM PPI	TbMetRS inhib	NadD inh	LMPTP block	DNMT1 inh
O=C(CSc1nc(-c2ccccc2)cc(=O)[nH]1)Nc1ccc(Br)cc1	0	13	5	-3	i	-1	-0.4	0	-2.7	1
O=C(NN1C(=O)CSC1=S)c1cccnc1	4	-4	-83	10	.	60*	-0.7	-1	0.2	-3
COc1ccc(CC2C(=O)OC(C)(C)OC2=O)cc1	1	-1	-15	-3	i	2	-0.9	1	0.1	5
CC1C(=O)N(Cc2cn(Cc3ccco3)nn2)CCS(=O)(=O)N1Cc1ccc(-c2ccccc2Cl)cc1 (stereo not drawn)	2	.	-27	7	i	1	-0.7	-3	3.0	-18

Single records (already shown). Screens in order: STEP inh | Scp-1 inhibitor | PABP1 MLLE inh | CSN deneddyl inh | Rpn11 inh | SUMO1-SIM PPI | TbMetRS inhib | NadD inh | LMPTP block | DNMT1 inh
Record of Cc1ccc(S(=O)(=O)NN=Cc2ccc(N3CCOCC3)cc2)cc1[N+](=O)[O-] → 0 | 0 | 13 | -7 | i | -14 | -0.4 | 11 | 1.1 | -2
Record of COc1ccc(-c2cc(C(=O)NNC3=NCCC3)c3c(C)nn(-c4ccccc4)c3n2)cc1 → 2 | -14 | 4 | 3 | i | -4 | -0.4 | -2 | 1.3 | -7
Record of Cc1c(C(=O)N2CCN(Cc3ccccc3)CC2)sc2ncnc(N3CCOCC3)c12 → -3 | -8 | 10 | 2 | i | 0 | 0.0 | 1 | 0.0 | -1
